High-throughput results from PubChem.
cln2 rad14: NCI yeast anticancer drug screen, S. cerevisiae cln2 rad14 strain; growth inhibition, % at 50 µM; 8.3% of 78,000 active; AID 165;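 note: 0% = growth of vehicle-only cultures of the same strain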
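Relative to vehicle controls, growth inhibition of compound-treated cln2 rad14 yeast was recorded.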
yeast mec2-1: NCI yeast anticancer drug screen, S. cerevisiae mec2-1 strain; growth inhibition, % at 50 µM; 9% of 79,000 active;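 note: 0% = growth of vehicle-only cultures of the same strain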
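Vehicle-treated cultures served as reference for growth inhibition of compound-exposed mec2-1 yeast.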
yeast mlh1 rad18: NCI yeast anticancer drug screen, S. cerevisiae mlh1 rad18 strain | % growth inhibition at 50 µM | 11% of 79,000 active | AID 175;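 note: 0% = growth of vehicle-only cultures of the same strain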
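In this whole-cell yeast screen, a strain with altered DNA damage repair is challenged with compound, and its growth is measured against matched vehicle-treated controls.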
yeast rad50: NCI yeast anticancer drug screen, S. cerevisiae rad50 strain; % growth inhibition at 50 µM; 10% of 79,000 active; AID 155;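 note: 0% = growth of vehicle-only cultures of the same strain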
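Readout: growth inhibition relative to vehicle-treated cultures. Compound exposure was carried out in a genetically defined yeast strain deficient in DNA damage repair.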
bub3: NCI yeast anticancer drug screen, S. cerevisiae bub3 mutant strain | 9.9% of 78,000 active | growth inhibition, % at 50 µM;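 note: 0% = growth of vehicle-only cultures of the same strain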
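Part of a panel of yeast mutants defective in DNA damage repair or cell cycle regulation. Each strain is grown with compound, and inhibition is calculated relative to solvent-treated cultures.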
sgs1 mgt1: NCI yeast anticancer drug screen, S. cerevisiae sgs1 mgt1 strain; AID 161; 10% of 78,000 active; growth inhibition, % at 50 µM;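 note: 0% = growth of vehicle-only cultures of the same strain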
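Percent growth inhibition was derived by comparing compound-exposed mutant yeast with vehicle-exposed cultures. The strain carries alterations in DNA damage repair.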
Starred values were filed as active, the others as inactive; / = not tested or not shown; & = joins results of further samples; ! = not active in a repeat. Cut-off read from the data, not from the text of the source: active = growth inhibition above about 70%; inactive = the rest.

The line under a structure holds: cln2 rad14, yeast mec2-1, yeast mlh1 rad18, yeast rad50, bub3, sgs1 mgt1
OC1CCC(C2C3CCCCC3C3CCCCC3C2C2CCC(O)CC2)CC1 (centres undefined)
  98*, 98*, 97*, 95*, 97*, 93*
COc1ccc2ccccc2c1C1NC(=O)c2ccccc2N1 (centres undefined)
  9, -18, 0, 13, 12, 6
O=C1CCC2OC3CCC(=O)N3CN12 (centres undefined)
  -11, 8, -4, 10, 5, 7
O=C1Cc2cc(=C(c3ccccc3)c3ccccc3)ccc2=C1c1ccccc1
  13, -2, 23, 5, 42, 32
O=c1c2cc3c(cc2[nH]c2ncccc12)OCO3
  14, 1, 26, -13, -3, 3
O=C1NC(=O)c2c1cccc2[N+](=O)[O-]
  50&45, 25&-4, 2&8, 18&-5, 20&-1, -3&9
Nc1ccc2sccc2c1
  -2, -5, -7, 0, -1, 4
CN(C)c1ccc(C(=C2C=CC(=[N+](C)C)C=C2)c2ccc(N(C)C)cc2)cc1
  87*, 95*, 91*, 95*, 95*, 95*
CNC(=O)c1c(-c2ccc(F)cc2)noc1C
  9, -10, 10, -7, 17, 25
C=CCc1cc(C(=O)O)ccc1OC
  -2, -24, -14, -36, -30, -16
O=C1C=CC(=O)c2c1ccc1c3ccccc3n(CCCCCn3c4ccccc4c4ccc5c(c43)C(=O)C=CC5=O)c21
  1, -10, -19, -21, -28, -18
O=C1CNC(=O)N1Nc1ccccc1
  -27, -3, -5, -9, 4, -2
C=CC[n+]1ccccc1
  -1, -15, 23, 64, -4, 16
CC1(C)C([N+](C)(C)C)CS1(=O)=O (centres undefined)
  -11, -19, -6, 2, 10, -14
OCC1C(CO)C2CC1C1N=NN(c3ccccc3)C21 (centres undefined)
  -12, 4, -13, -5, 0, 8
C=C1C[C@]23CC[C@@H]4C(CO)(CO)CC(=O)C[C@]4(C)[C@@H]2C(O)C[C@H]1C3 (some centres undefined)
  -5, 18, 31, 31, 7, 18
C=C(C)C(=O)O[C@@H]1C/C(C)=C\[C@H](OC(C)=O)C[C@](C)(O)/C=C2/OC(=O)C(COC(C)=O)=C21
  35, 55, -4, 55, 48, 37
CCOC(CCNCC(OCC)OCC)OCC
  -11, -56, -22, -47, -5, -29
COc1ccc(CCNC(=O)CC(C)=O)cc1
  11, -41, -42, -49, -38, -42
CC(C)c1cccc(C(C)C)c1NC(=O)CCc1n[nH]c(=S)o1
  1, 16, 1, 4, 22, 14
O=C(O)c1ccccc1C(=O)OC1C2CC3C(C2)C31 (centres undefined)
  6, -12, -2, -5, 3, -19
COc1ccc(O)c(C(=O)O)c1
  13, -12, 2, -20, -3, -8
COC1CC2CC1C1COCC21 (centres undefined)
  -12, -4, -8, 7, -12, -20
CC(=O)/C(=C\c1ccc(Cl)c(Cl)c1)C(=O)CCN(C)C
  41&19, 78*!, 72*, 56&49, 58&58, 64&59
CCCCSc1nc2ccc(N=Cc3ccccc3O)cc2s1
  -18, -11, -22, -20, -6, -4
CCCCNc1nc2c(=O)n(C)c(=O)n(C)c2s1
  -17, -1, 10, -6, -6, -3
Nc1ccccc1CC(N)C(=O)O (centres undefined)
  4, -1, 6, 6, -4, 10
COC(=O)C1=[N+]([O-])c2ccccc2C1C(O)C(=O)OC (centres undefined)
  10, 10, 11, 6, -9, 8
Cc1ccc2c(n1)NC(=O)C(Cc1ccccc1)(N=[N+]=[N-])C2=O (centres undefined)
  17, -25, -23, -31, 16, -17
CCCCCCCCCCCCCCC(=O)OCC[N+](C)(C)C
  85*, 93*, 91*, 90*, 92*, 93*
CC1(C)CN(CCC#N)C(c2ccc([N+](=O)[O-])cc2)O1 (centres undefined)
  -9, 3, -15, 3, 14, 8
C=C1CCN(c2ccccc2)C1=O
  /, -3, -5, 5, -5, -5
CCOc1ccccc1NC(=O)C(C)C
  -35, -1, -5, -14, -17, 0
CCC(/C=C1/CCCCC1=O)CC
  -3, -53, -17, -42, -25, -69
CC(=O)OCC1OC(n2cnc3c(N)ncnc32)C(OC(C)=O)C1OC(C)=O (centres undefined)
  11&14, -3&-9, 0&18, 8&3, -1&5, 0&19
CCNCC(=O)Nc1ccc2c(c1)C(=O)c1ccc(NC(=O)CNCC)cc1C2=O
  -5, 28, 51, 21, 4, 29
c1cc[n+](CCOCCOCC[n+]2ccccc2)cc1
  -11, 5, -18, 5, 13, 1
NNC(=O)NC(N)=O
  -18&-20, -26&-26, -22&-4, -20&-49, -27&1, -10&-27
N#CCCCO
  -5, 12, -12, -1, 0, 7
NCc1ccccc1-c1ccccc1
  21, 0, -3, -12, 3, 14

Complete entries as entered above:
O=C(O)c1ccccc1C(=O)OC1C2CC3C(C2)C31 (centres undefined) in the list: cln2 rad14: 6; yeast mec2-1: -12; yeast mlh1 rad18: -2; yeast rad50: -5; bub3: 3; sgs1 mgt1: -19
CCOc1ccccc1NC(=O)C(C)C in the list: cln2 rad14: -35; yeast mec2-1: -1; yeast mlh1 rad18: -5; yeast rad50: -14; bub3: -17; sgs1 mgt1: 0

(further entries)
The line under a structure holds: cln2 rad14, yeast mec2-1, yeast mlh1 rad18, yeast rad50, bub3, sgs1 mgt1
CN(C)C(=O)Sc1ccc(SC(=O)N(C)C)cc1
  -9, 10, -6, 7, 4, 5
CC/C=C/C(C)c1cc(C(=O)O)ccc1OC (centres undefined)
  7, 4, 18, 11, -13, 13
CNc1nc(C)nc(NC)n1
  -36, -5, -23, -30, 18, -30
CCCCCCCCCCCCSC1=C(N)C(=O)c2ccccc2C1=O
  32, 11, 53, 8, 11, -9
CC1=NC(=Cc2ccc(O)cc2)C(=O)N1n1c(-c2ccccc2)nc2ccccc2c1=O
  3, -10, 3, -5, -11, -5
Cc1[nH]c2c([N+](=O)[O-])cccc2c1C
  13, -25, 4, -22, -25, -19
C=C1CC(Cn2ccc(=O)[nH]c2=O)(c2ccc(OC)cc2)OC1=O (centres undefined)
  9, 30, 1, 14, 14, 22
CNCCc1cn(C2OC(CO)C(O)C(O)C2O)cn1 (centres undefined)
  -41, -18, -13, -7, -28, -22
CCOC(=O)C[n+]1c(C)cc(SC)cc1C
  -59, 1, 7, -13, 44, -8
Nc1c(S(=O)(=O)O)cc(Nc2cccc(S(N)(=O)=O)c2)c2c1C(=O)c1ccccc1C2=O
  -8, 1, 25, 5, -17, -42
CCN(C(C)=O)c1ccc([N+](=O)[O-])cc1
  -42, -2, -14, -12, 3, 2
O=[N+]([O-])c1ccc2c(c1)NC(O)C(O)N2 (centres undefined)
  29, 35, 32, 25, 53, 56
OC(CBr)C[n+]1cc(Br)cc2ccccc21 (centres undefined)
  24, 5, 27, 12, 11, 15
CC(C)C(=O)NS(=O)(=O)c1ccccc1
  -8, -4, -28, -15, -14, 0
Oc1ccc(NC(=S)S)cc1
  37, 9, -9, 5, -12, -6
Cc1cc(N=C2C=CC(=[N+](C)C)C=C2)c(N)cc1N
  40, 45, 53, 46, 63, 64
c1ccc(CC2(Cc3ccccc3)SCCS2)cc1
  1, 8, -6, -12, -1, 7
CC(=O)Nc1ccc2c(c1)C(N(C)C)c1ccccc1-2 (centres undefined)
  6, 6, -19, 17, 3, 37
O=[N+]([O-])c1c(Br)ccc2ncccc12
  -5, 2, 3, 7, -11, -10
Cc1cc2c(cc1C)C(C)(C)CCC2(C)C
  -10, 18, 8, 1, 5, 0
C(=C\P(c1ccccc1)c1ccccc1)/P(/C=C/P(c1ccccc1)c1ccccc1)c1ccccc1
  8, -15, -28, -18, -19, -42
NC1=NC(=O)[C@H](Cc2c[nH]c3ccccc23)N1C(=O)OCc1ccccc1
  -13, 12, -1, 29, 0, 7
CC12CCC(NC(=O)C3CCCN3C(=O)OCc3ccccc3)CC1CCC1C2CCC2(C)C(NC(=O)C3CCCN3C(=O)OCc3ccccc3)CCC12 (centres undefined)
  -46, 4, -3, -4, -5, -19
COc1ccc(C2C3=C(CCC(CN(C)C)C3=O)OC3=C2C(=O)C(CN(C)C)CC3)cc1 (centres undefined)
  45, 4, 21, -35, -4, -21
CN(Cc1cnc2nc(N[Si](C)(C)C)nc(N[Si](C)(C)C)c2n1)c1ccc(C(=O)NC(CCC(=O)O[Si](C)(C)C)C(=O)O[Si](C)(C)C)cc1 (centres undefined)
  26, 98*, 61, 91*, 70, 65
CN1CCC/C1=N\C(=Nc1ccccc1)N1CCCC1
  12, -2, -9, 8, -4, -6
CC1(C)OC2C(=O)O[C@H](CO)C2O1 (some centres undefined)
  25, 10, 16, -3, 7, -3
Cc1ccsc1C(=O)C(CC(=O)c1cccs1)c1ccsc1 (centres undefined)
  17, -8, 16, -5, 25, -1
CCOC(=O)/C(=C/c1ccccc1)N(CC)CC
  2, -22, -21, -5, -21, -19
CC1(C)SC=C2C1=CSC2(C)C
  -26, 2, -4, 0, 5, -6
CN(N=O)C(=O)Nc1ccc(C(=O)O)cc1
  2, 8, 33, 65, -14, 63
Cc1ccc(/C=N/Nc2nncc3ccccc23)s1
  21, 16, 38, 15, 22, 17
C=CCCCCCCC=C
  2, -43, -19, -24, -34, -4
CCc1ccc2oc(=O)ccc2c1
  4, -47, -1, 1, -19, -23
CCCCCCCCc1ccccc1
  14, 31, 22, 35, 10, 36
CC1(C)CC(=O)C=C(NCCCCNC2=CC(=O)CC(C)(C)C2)C1
  -2, -26, -17, -10, -21, -17
C=CCOC(=O)C1CCCCC1C(=O)OCC=C (centres undefined)
  3, -2, 2, 1, 22, 1
COC(=O)c1ccccc1NC(=O)C1CC(OC(=O)c2ccccc2)CCC1=O (centres undefined)
  12, 11, 22, 41, 0, 19
COC(=O)NN(C(=O)OC)C12CCCC1N(C(=O)OC)N(C(=O)OC)c1c2ccc2cc(OC)ccc12 (centres undefined)
  0, -6, 10, 32, -6, 3
Cc1cc(Cl)c(C)c(C)c1O
  17, 5, 21, 23, 1, -20
O=C1/C(=C/c2cccc(O)c2)COc2ccccc21
  92*, 96*, 97*, 94*, 96*, 96*
CNc1cc(S(=O)(=O)O)ccc1C
  4, -4, -5, 1, 11, -3
CCOC(=O)N[n+]1ccccc1
  -3, 8, 8, 2, 11, 4
CN(C)c1ccc(/C=C2/N=C(c3ccccc3)OC2=O)cc1
  2, -36, -8, -22, -10, -6
CN(CCN(C)Cc1ccccc1)Cc1ccccc1
  31, 13, 32, 24, 61, 51
CC(=O)Oc1ccc(Cc2ccccc2)cc1
  -49, 34, 49, 47, 33, 48
COc1cccc(-c2nnc(-c3cccc(OC)c3)o2)c1
  2, -12, 0, 25, 26, 17
C=CCNC(=S)Nc1c(C)cc(C)cc1C
  -51, 8, 12, 7, 4, 10
O=C(OC(=O)C(F)(F)F)C(F)(F)F
  5, -17, -13, -39, -38, -20
CN1CCC2OC2C1=NC#N (centres undefined)
  20, -12, 1, 12, -17, -6
c1ccc(-c2nnc(-c3ccc4ccccc4c3)o2)cc1
  -40, -6, -2, 0, 13, 1
Nc1ccccc1OCc1ccccc1
  -11, 17, 20, 22, 36, 8
C/C(=C(/O)c1ccc(Cl)cc1)c1nc2ccc(Cl)cc2[nH]c1=O
  21, 7, 49, 21, 3, 57
c1ncn(C23C4C5C6C4C2C6C53)n1 (centres undefined)
  8, 2, 21, 11, -18, -3
O=C(N=C1C(=O)C2(CCCCC2)C2(N=C(c3ccccc3)OC2=O)C12CCCCC2)c1ccccc1 (centres undefined)
  -5, 9, 14, 12, -2, 9
CC1CCN(CCOC(=O)C(c2ccccc2)C2C=CCCC2)C1C (centres undefined)
  87*, 59, 77*, 81*, 62, 85*
CCCCCCC(/C=C/c1ccccc1)=N\O
  98*, 99*, 99*, 99*, 99*, 99*
O=c1[nH]cc(NS(=O)(=O)O)c(=O)[nH]1
  1, -5, -1, -2, 3, 6
CCc1ccc(O)c(CN2CCN(Cc3cc(CC)ccc3O)CC2)c1
  -18, -16, 17, -3, -5, 20
COc1cc(N=Nc2ccc(OC)c3ccccc23)cc(OC)c1OC
  -21, -16, -4, 3, 2, 3

The listing continues.
The line under a structure holds: cln2 rad14, yeast mec2-1, yeast mlh1 rad18, yeast rad50, bub3, sgs1 mgt1
C[N+]1(C)CCCC(c2ccccc2)(c2ccccc2)C(O)C1 (centres undefined)
  23, 7, 12, 11, -3, 11
O=C1CCCCCCCCCCC(=O)N2CCOCCOCCN1Cc1cccc(n1)C2
  15, 18, 13, 35, 12, 17
Cc1ccc(C(=O)CCN(C)C)c(C)c1
  -14, 3, 23, -17, 2, -11
COc1ccc2c(c1)[n+](=O)c(C(=O)C/C(=N/NC(=O)c1ccccc1O)C(=O)Nc1ccc(Cl)c(C(F)(F)F)c1)c(C)n2[O-]
  9, 9, 1, 25, 34, 14
CCOC(=O)/C=C(/C)C#N
  7, -4, 3, -10, 10, -12

Pulled by structure from above (three):
The line under a structure holds: cln2 rad14, yeast mec2-1, yeast mlh1 rad18, yeast rad50, bub3, sgs1 mgt1
O=[N+]([O-])c1c(Br)ccc2ncccc12
  -5, 2, 3, 7, -11, -10
COC(=O)C1=[N+]([O-])c2ccccc2C1C(O)C(=O)OC (centres undefined)
  10, 10, 11, 6, -9, 8
C[N+]1(C)CCCC(c2ccccc2)(c2ccccc2)C(O)C1 (centres undefined)
  23, 7, 12, 11, -3, 11
